# Lamin A splicing: changes lamin A minigene splicing in HeLa cells | HeLa LMNA splicing GFP/RFP minigene ratio, 48 h | Potency, µM (series often up to 46.1 µM), inactives show at the highest dose ratio change, negative = inhibition, actives largely listed as inhibitors | 200,000 tested, 0.01% active; active = well fitted inhibition curve with a large enough effect in the signal ratio, with a control signal flat, not every such curve was filed as active; inconclusive = small, poorly fitted or top-dose-only effect, or effect the other way, or a change in a side signal; the % refers to the signal ratio; note: potency is the fitted concentration of half-maximal effect; % is set by controls: 0 for no effect and ±100 for the full control effect
#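 S3 HeLa stable clones carrying a lamin A-EGFP splicing minigene plus DsRed2 were seeded at 600 cells/well in Opti-MEM with 2% FBS, pin-dosed and incubated 48 h at 37°C. Acumen cytometry (488 nm) gave the GFP/RFP total-intensity ratio.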
# GAA inh: inhibitors of human lysosomal alpha-glucosidase; purified human GAA, 4-MU-alpha-glucoside fluorescence; P10253; 200,000 tested, 0.005% active; AID 1466; Potency, µM (highest dose often 76.9 µM), inactives show top-dose activity change, negative = inhibition, most hits filed as inhibitors;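 note: potency is the fitted concentration of half-maximal effect; plate controls were uninhibited enzyme wells for no effect and no-enzyme background for full effect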
#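 Activity normalized between no-enzyme (basal) and enzyme-only wells. Conditions: 4 nM human enzyme, 400 uM fluorogenic substrate, citrate/phosphate pH 5.0 with Tween-20, 20 min room temperature, compounds up to 77 uM.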
# HTT aggregate: inhibitors of mutant huntingtin aggregate formation in PC12 cells. Potency, µM (top dose mostly 46.1 µM), inactives show at the top dose activity change, negative = inhibition, usual class: inhibitors. AID 1688. PC12 HttQ103-GFP aggregates, Acumen cytometry, 40 h. 220,000 tested, 1.1% active; note: potency is the fitted concentration of half-maximal effect; % is set by controls: 0 for no effect and ±100 for the full control effect; nearly all actives have a fitted effect of over 60% in size
#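 Using laser scanning cytometry, GFP-positive aggregates were counted after lysis of PC12 cells induced with 100 nM tebufenozide to express HTT exon 1 Q103–GFP. Compounds were tested in titration.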
# aGlu spleen mod: inhibits or activates alpha-glucosidase in human spleen homogenate; 240,000 tested, 0.006% active; Potency, µM (series often up to 79.9 µM), for inactives: at the highest dose activity change, negative = inhibition, hits mostly inhibitors; human spleen homogenate, 4-MU-alpha-glucoside fluorescence; P10253;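 note: potency is the fitted concentration of half-maximal effect; 0% = enzyme with vehicle and -100% = no enzyme basal signal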
#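 Enzyme source: human spleen homogenate, 1 ug/well. Buffer 50 mM citric acid/K phosphate pH 5.0, 0.01% Tween-20. 4-MU-alpha-glucoside 1 mM; 37 C x 40 min; NaOH/glycine stop; fluorescence.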
# GAA glycogen: inhibitors or activators of human alpha-glucosidase glycogen cleavage; Potency, µM (titrated, usually from 76.4 µM), inactives show at the highest dose activity change, negative = inhibition, usual class: inhibitors; 300,000 tested, 0.38% active; P10253; recombinant GAA, glycogen substrate, Amplex Red glucose oxidase fluorescence;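 note: potency is the fitted concentration of half-maximal effect; 0% = full enzyme reaction and -100% = no-enzyme basal signal; the screen sought inhibitors and activators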
#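 Recombinant enzyme (4 nM final) with compounds titrated up to 77 uM and bovine liver glycogen (30 ug) in citrate pH 5.0, 0.01% Tween-20, 37 C 40 min. Released glucose detected by Amplex Red/glucose oxidase (Ex 573/Em 610); AC50 from Hill fits.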
# CBFb RUNX1 block: inhibitors of human CBF-beta and RUNX1 interaction. 230,000 tested, under 10 active. AlphaScreen CBFb-His/RUNX1-biotin binding, biochemical. AID 1477. Potency, µM (top dose mostly 59.8 µM), without a hit: top-dose activity, negative = inhibition, usual class: inhibitors; note: % of control where 0% means no effect
# Target sequence (Q01196 whole entry, looked up): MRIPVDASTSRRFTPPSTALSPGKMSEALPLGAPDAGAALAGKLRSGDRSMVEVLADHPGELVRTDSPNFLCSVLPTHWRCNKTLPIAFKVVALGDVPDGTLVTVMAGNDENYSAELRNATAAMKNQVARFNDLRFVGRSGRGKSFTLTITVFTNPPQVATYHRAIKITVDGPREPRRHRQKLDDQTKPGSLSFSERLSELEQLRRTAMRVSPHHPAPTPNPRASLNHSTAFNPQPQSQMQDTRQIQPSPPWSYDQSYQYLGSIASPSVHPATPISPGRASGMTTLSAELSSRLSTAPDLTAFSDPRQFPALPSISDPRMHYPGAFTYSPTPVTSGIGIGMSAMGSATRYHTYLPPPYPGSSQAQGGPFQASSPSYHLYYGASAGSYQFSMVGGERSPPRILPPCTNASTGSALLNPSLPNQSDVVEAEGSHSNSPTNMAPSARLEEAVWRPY
# Target sequence (Q13951 whole entry, looked up): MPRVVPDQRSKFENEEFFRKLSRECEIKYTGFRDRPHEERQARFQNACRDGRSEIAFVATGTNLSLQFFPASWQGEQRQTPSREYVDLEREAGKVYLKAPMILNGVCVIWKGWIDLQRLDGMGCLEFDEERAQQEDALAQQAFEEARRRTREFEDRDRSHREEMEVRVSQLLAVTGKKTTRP
#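 CBF-beta (His) and RUNX1 (biotin), 30 nM each; 20 min preassociation; + compound, 15 min; + beads 50 ng each (Ni, streptavidin), 90 min; RT; AlphaScreen read.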
# HTT cytoprotect: protects HTT-Q103 PC12 cells, measured by ATP. PC12 HTT-Q103 induced, cytoprotection, ATP luminescence, 40 h. Potency, µM (titrated, usually from 56.4 µM), without a hit: cytoprotection (ATP increase), usual class: activators. 230,000 tested, 0.14% active. AID 1471;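 note: potency is the fitted concentration of half-maximal effect; % of control where 0% means no effect; nearly all actives have a fitted effect of over 45% in size; toxic huntingtin expression switched on by the ecdysone agonist tebufenozide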
#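 Readout: ATPlite luminescence (ATP level). Model: stable PC12, inducible Htt exon1 Q103-GFP. Inducer: tebufenozide, 100 nM final. Compounds: dose series. No G418 in medium.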
# * = called active by the depositor; ? = inconclusive; nt = no result given; [ ] = another dose, or the depositor's remark. Unless noted, calls come from the whole dose curve; as a rule, active = well fitted curve in the direction sought with a large enough effect; inconclusive = small, poorly fitted or top-dose-only effect, or another doubt; inactive = no such curve, though single readings can be large; an effect the other way counts as inactive or inconclusive.
SMILES,Lamin A splicing,GAA inh,HTT aggregate,aGlu spleen mod,GAA glycogen,CBFb RUNX1 block,HTT cytoprotect
Cc1ccc([N+](=O)[O-])c(OCCN2CCNCC2)c1,2%,14%,9%,-10%,-2%,-1%,15%[10 µM]
COc1cc(-c2nc(-c3cccc(C)c3)no2)cc(OC)c1OC,?,-6%,12%,-10%,0%,5%,24%[10 µM]
CCCN(CCC)CCNC(=O)c1cc2c(=O)n(CC)c3ccccc3c2s1,nt,nt,-6%[9.22 µM],1%,3%,8%,12%[10 µM]
Cn1c(N)c(C(=O)COC(=O)Cn2cc(C(F)(F)F)ccc2=O)c(=O)n(C)c1=O,22%,1%,-21%[9.22 µM],-1%,9%,1%,-8%
O=C(N/N=C/c1cccc([N+](=O)[O-])c1)c1cccs1,-17%,-6%,0%,-2%,-4%,1%,23%[10 µM]
COc1ccc(/C=C(\C#N)C(=O)NCCCn2ccnc2)cc1,?,13%,23%,-29%,2%,-3%,nt
O=C1c2ccccc2C(=O)N1c1ncccn1,9%,3%,4%,0%,1%,6%,1%
COc1ccccc1-c1cc(Nc2ccn[nH]2)ncn1,-9%,nt,nt,8%,nt,nt,-123%[inhibitor]
O=c1c2c(nc3c(-c4cccc(Br)c4)c[nH]n13)CCCC2,-9%,?,3.5µM*,-8%,1%,-3%,-37%[10 µM]
CCc1ccc(/C=C2\SC(N3CCOCC3)=NC2=O)cc1,nt,-12%,-15%,-13%,-2%,2%,22%
O=C(CCNC(=O)Cn1ccc2ccccc2c1=O)NCCC1=CCCCC1,?,-4%,-7%,0%,4%,5%,-11%
COc1ccc(CC(=O)N2CCN(S(=O)(=O)c3cccs3)CC2)cc1OC,nt,nt,-19%[9.22 µM],-6%,-5%,1%,-5%[10 µM]

# HTT aggregate, what is marked active above.
Molecule,HTT aggregate,aGlu spleen mod,GAA glycogen,CBFb RUNX1 block
O=c1c2c(nc3c(-c4cccc(Br)c4)c[nH]n13)CCCC2,3.5µM*,-8%,1%,-3%

# (further entries)
SMILES,Lamin A splicing,GAA inh,HTT aggregate,aGlu spleen mod,GAA glycogen,CBFb RUNX1 block,HTT cytoprotect
CNc1ncnc2ccc(-c3ccc4c(c3)OCO4)cc12,-2%,nt,nt,3%,nt,nt,-4%
CCc1cccc(C)c1NC(=S)N(CCCN1CCOCC1)Cc1cccnc1,nt,4%,6%,3%,7%,-13%,-37%[inhibitor]
C=CCOc1c2ccc(C(=O)NC3CCCc4ccccc43)cc2nn1C (centres undefined),3%,2%,-11%,2%,-1%,3%,-6%
Cc1ccc(-n2c(C)n[nH]c2=S)cc1C,-12%,3%,-9%,0%,1%,-4%,-5%[10 µM]
Cc1cccc(-c2c3c(=O)n(C)c(=O)n(C)c3cn2C(C)C)c1,22%,-7%,-4%,-6%,-3%,-7%,4%
Cc1cc(C(=O)N/N=C2\CC(=O)c3ccccc32)c(C)n1-c1ccc(F)cc1,nt,nt,-7%[9.22 µM],1%,-14%,-29%,-6%[10 µM]
N/C(=N\c1nc(CSc2nc3ccccc3s2)cc(=O)[nH]1)Nc1ccc(F)cc1,nt,nt,-13%[9.22 µM],9%,4%,21%,10%[10 µM]
Nc1nc2nc(-c3cccs3)cc(C(F)(F)F)n2n1,?,?,-12%[9.22 µM],?,-7%,0%,-51%[inhibitor][1.9 µM]
CCOC(=O)C1CCCN(c2c(C(=O)c3ccccc3)cnc3ccc(OC)cc23)C1 (centres undefined),nt,-4%,1%,-1%,-15%,6%,-17%
CCOC(=O)N1CCC(NC(=O)c2ccc3c(=O)n4c(nc3c2)CCCC4)CC1,9%,?,15%,-3%,3%,5%,-14%[0.074 µM]
O=C(c1ccc2c(c1)OCCO2)C1CCN(S(=O)(=O)c2ccccc2F)CC1,7%,-9%,-23%,-6%,-9%,2%,-27%
COc1ccccc1C1CC(=O)Oc2cc(C)c(Cl)cc21 (centres undefined),nt,nt,nt,-7%[119 µM],nt,?,?
COc1cc(OC)c(Nc2cc(C)nc3nc(C)nn23)cc1Cl,-6%,-4%,8%,-12%,2%,8%,-10%
Cc1ccc(C(=O)Nc2oc(-c3ccccc3)cc2C#N)cc1,6%,3%,-2%,-10%,-2%,-3%,-4%
O=C(O)CCC(=O)N1CCc2cc(S(=O)(=O)N3CCN(c4ccc(F)cc4)CC3)ccc21,-2%,-5%,4%,-8%,7%,-4%,-4%
Cc1ccc(C(=O)N2CCC(C)CC2)cc1C,-3%,1%,-24%,0%,2%,9%,-4%[10 µM]
O=C(Nc1ccc2c(c1)OCCO2)c1cc2sccc2n1Cc1ccccc1,16%,-10%,-16%,-2%,-5%,-9%,-48%[inhibitor]
O=C(NCCN1CCN(c2ccccc2)CC1)C1CCN(S(=O)(=O)c2cccc3nsnc23)CC1,nt,1%,5%,10%,-7%,-5%,-9%
CN(C)CCN(C(=O)/C=C/c1cccs1)c1nc2ccc(F)cc2s1,-14%,5%,?,-5%,7%,-4%,-67%[inhibitor][10 µM]
CC(C)=CC(=O)OCC(=O)NC(=O)NC(C)(C)C,-3%,-6%,-7%,-9%,2%,2%,29%[10 µM]
CCC(C)(C)n1nnnc1C(c1cc2cccc(C)c2[nH]c1=O)N1CCN(C(=O)c2ccco2)CC1 (centres undefined),9%,6%,-4%,-3%,3%,8%,4%[10 µM]
Cc1cc(C)cc(OCC(=O)OCC(=O)Nc2ccc(Cl)cn2)c1,0%,2%,9%,-4%,6%,1%,-31%
Cc1noc(C)c1CSc1nc2sc3c(c2c(=O)n1C)CCCC3,13%,1%,-31%,-1%,10%,-1%,-26%
C/C(CC(=O)Nc1ccc(C)cc1C)=N\NC(=O)C(C)C,0%[46 µM],?,nt,-7%,-12%,0%,nt
Cn1nc(C(=O)NCCc2ccc(S(N)(=O)=O)cc2)c2ccccc2c1=O,17%[46 µM],4%,-3%[9.22 µM],4%,-2%,4%,13%[10 µM]
CN(C)c1ccc(CNC(=O)C2CCC(CNc3c(N4CCCCC4)c(=O)c3=O)CC2)cc1 (centres undefined),nt,nt,21%[9.22 µM],6%,?,6%,1%[10 µM]
CCOC(=O)c1cc(CC)sc1NC(=O)c1cc(OC)c(OC)c(OC)c1,14%,-3%,-5%[9.22 µM],4%,2%,0%,-36%
COc1ccc(C2C(C#N)=C(N)OC3=C2C(=O)CCC3)cc1Cn1cc([N+](=O)[O-])cn1 (centres undefined),1%,-1%,6%,-16%,-9%,3%,12%[1.9 µM]
COCCn1c(=NC(=O)c2ccc(S(=O)(=O)N3CCc4ccccc4C3)cc2)sc2cc(S(N)(=O)=O)ccc21,-3%,?,19%,4%,-11%,4%,nt
C#CCn1c(=NC(=O)c2ccc(Cl)s2)sc2cccc(OC)c21,-14%,14%,-13%,-3%,4%,11%,-10%[10 µM]
CN(C)C(=O)c1ccc2c(c1)n(C)c(=O)n2C,1%,3%,-6%,-1%,2%,-1%,24%[10 µM]
CC(C)C(=O)Nc1ccc(C(=O)NNC(=O)C(c2ccccc2)c2ccccc2)cc1,4%,-1%,-10%,8%,6%,5%,-9%
CCN(CCO)Cc1csc2ccc(C(C)(C)C)cc12,9%,-25%,-22%,2%,1%,-2%,nt
COc1ccc(S(=O)(=O)N(CCc2ccccc2)CC(=O)N2CCOCC2)cc1,0%,-3%,2%,-3%,-2%,2%,-9%
CCOc1ccc(/C=N/NC(=O)c2nnn(-c3nonc3N)c2-c2ccc(OCC)cc2)cc1,-3%,3%,5%,-6%,1%,0%,4%[10 µM]
CCc1cccc(NC(=O)C2CCN(S(=O)(=O)c3c(C)noc3C)CC2)c1,nt,-6%,3%,-6%,-12%,2%,-48%[inhibitor]

# In a second layout: 5 of the compounds above
structure	Lamin A splicing	GAA inh	HTT aggregate	aGlu spleen mod	GAA glycogen	CBFb RUNX1 block	HTT cytoprotect
COCCn1c(=NC(=O)c2ccc(S(=O)(=O)N3CCc4ccccc4C3)cc2)sc2cc(S(N)(=O)=O)ccc21	-3%	?	19%	4%	-11%	4%	nt
C#CCn1c(=NC(=O)c2ccc(Cl)s2)sc2cccc(OC)c21	-14%	14%	-13%	-3%	4%	11%	-10%[10 µM]
CN(C)C(=O)c1ccc2c(c1)n(C)c(=O)n2C	1%	3%	-6%	-1%	2%	-1%	24%[10 µM]
CC(C)C(=O)Nc1ccc(C(=O)NNC(=O)C(c2ccccc2)c2ccccc2)cc1	4%	-1%	-10%	8%	6%	5%	-9%
CCN(CCO)Cc1csc2ccc(C(C)(C)C)cc12	9%	-25%	-22%	2%	1%	-2%	nt

# (more compounds)
SMILES,Lamin A splicing,GAA inh,HTT aggregate,aGlu spleen mod,GAA glycogen,CBFb RUNX1 block,HTT cytoprotect
CCc1cc(=O)[nH]c(-n2[nH]c(-c3ccccc3)cc2=O)n1,nt,6%,32%,-5%,15%,-6%,nt
CCOc1ccc(C(F)(F)F)cc1NC(C)=O,4%,-2%,19%,-2%,-7%,5%,-13%
COCCCNC(=S)Nc1c(C)cc(C)cc1C,nt,nt,-5%[9.22 µM],-15%,1%,-1%,22%[10 µM]
OC1CCN(C(=S)Nc2ccc(Oc3ccccc3)cc2)CC1,-12%[9.22 µM],-3%,-17%[9.22 µM],-5%,-16%,-2%,-22%
COC(=O)c1cn(C(=O)c2cccc(C)c2)c2ccccc12,nt,6%,-18%[9.22 µM],-9%,-14%,6%,-2%[10 µM]
CCC(C(=O)OCC(=O)Nc1cc(OC)ccc1OC)c1ccccc1 (centres undefined),?,3%,-5%,-17%,-2%,9%,-3%
Cc1c(NC(=O)C2CCCN2S(=O)(=O)c2cccc3nsnc23)cccc1C(=O)O (centres undefined),8%,-2%[15.4 µM],-3%,-2%,-8%,2%,6%
O=C(N/N=C/c1ccncc1)c1ccc2c(c1)OCO2,nt,?,-19%,1%,4%,7%,-81%[inhibitor]
COc1cc2cc(C(c3nnnn3Cc3ccc(F)cc3)N3CCCCCC3)c(=O)[nH]c2cc1OC (centres undefined),-8%,?,-8%,14%,-18%,-2%,8%
